ADAM17 inh – ADAM17 inhibitors, primary screen, biochemical, QFRET | recombinant ADAM17, EDANS/DABCYL FRET peptide cleavage | inhibition, % at 6.95 µM | 370,000 compounds, 0.83% hits;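 active means inhibition above the mean of compounds lying between control limits plus 3 SD, set per campaign, cut at about 8.5% in these data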;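 further: 0% = DMSO-only wells as the low control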
PG9 binder – binders of HIV-1 gp120 antibody PG9, primary screen, biochemical, TR-FRET; inhibition, % at 6.7 µM; HIV-1 gp120 / PG9 antibody interaction; 360,000 compounds, 0.43% hits; TR-FRET gp120-PG9 antibody binding; in the data active means inhibition above about 8.5%
ssDAF-12 act – S. stercoralis DAF-12 nuclear receptor activators, primary screen, cell-based, luminescence, HEK293, GRIP1 co-expression, lit1-tk-luc | Nuclear hormone receptor DAF-12 (Strongyloides stercoralis) | AID 652126, 2013 | activation, % at 6.8 µM | HEK293 ssDAF-12/GRIP1 lit1-tk-luc reporter; % of 3 µM dafachronic acid response | 370,000 compounds, 1% hits;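 active means activation above the mean over all tested compounds plus 3 SD, cut at about 0.9% in these data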;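 further: 0% = DMSO-only wells and 100% = 3 µM delta7-dafachronic acid wells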
DAX1 inh-1 – DAX1 (NR0B1) inhibitors, primary screen, cell-based, HEK293, Gal4-DAX1, luciferase luminescence. 340,000 compounds, 0.99% hits. inhibition, % at 6.75 µM. HEK293 Gal4-DAX1 luciferase reporter. AID 504766, 2011;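 active means inhibition above the mean over all tested compounds plus 3 SD, cut at about 4.2% in these data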;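 further: 0% = DAX1-transfected cells with DMSO and 100% = empty-vector control cells with DMSO; inhibition shows as a rise in luminescence from relieved DAX1 repression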
Target sequence (P51843 207-470 limits assumed): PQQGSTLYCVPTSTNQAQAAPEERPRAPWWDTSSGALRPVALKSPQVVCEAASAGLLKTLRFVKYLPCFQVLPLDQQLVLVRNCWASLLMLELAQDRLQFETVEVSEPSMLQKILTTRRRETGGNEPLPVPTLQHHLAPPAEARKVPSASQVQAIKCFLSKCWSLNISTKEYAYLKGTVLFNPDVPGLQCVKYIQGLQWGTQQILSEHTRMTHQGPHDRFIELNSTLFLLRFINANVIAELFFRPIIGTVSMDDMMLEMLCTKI
GC-A act – GC-A stimulated cGMP production enhancers – HEK293 GC-A cells, cGMP TR-FRET, EC30 ANP, primary screen; 0% at EC30 ANP, 100% saturating ANP; AID 1671463, 2021; activation, % at 10 µM; 370,000 compounds, 0.14% hits; Atrial natriuretic peptide receptor 1 (Homo sapiens), P16066; in the data active means activation above about 40%
ADAM10 inh – human ADAM10 inhibitors, primary screen, biochemical, QFRET, HTS | Disintegrin and metalloproteinase domain-containing protein 10 (Homo sapiens), O14672 | recombinant ADAM10, EDANS/DABCYL FRET peptide cleavage, 3 h | inhibition, % at 7 µM | 370,000 compounds, 0.62% hits | AID 720582, 2013;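 active means inhibition above a per-campaign cutoff equal to the mean of compounds falling between control-based bounds plus 3 SD, cut at about 20% in these data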;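 further: 0% = DMSO wells while the 100% control is not disclosed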
Target sequence (O14672 214-748 limits assumed): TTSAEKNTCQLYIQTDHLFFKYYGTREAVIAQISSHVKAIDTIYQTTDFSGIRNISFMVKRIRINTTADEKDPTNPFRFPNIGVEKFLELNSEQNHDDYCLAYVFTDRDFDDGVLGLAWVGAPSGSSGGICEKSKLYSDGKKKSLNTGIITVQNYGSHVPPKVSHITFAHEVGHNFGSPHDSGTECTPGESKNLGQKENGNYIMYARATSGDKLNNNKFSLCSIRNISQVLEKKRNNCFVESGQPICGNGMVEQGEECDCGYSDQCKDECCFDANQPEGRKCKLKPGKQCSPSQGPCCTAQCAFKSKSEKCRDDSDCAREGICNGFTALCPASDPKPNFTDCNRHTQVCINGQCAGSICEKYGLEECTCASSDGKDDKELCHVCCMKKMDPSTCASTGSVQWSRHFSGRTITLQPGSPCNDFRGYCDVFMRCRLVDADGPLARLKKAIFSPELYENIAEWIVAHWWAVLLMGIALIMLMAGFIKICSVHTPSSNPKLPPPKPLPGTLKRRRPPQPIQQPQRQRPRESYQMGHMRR
SMARCA2 activ – SMARCA2 (BRM) function activators, primary screen, cell-based, luminescence, high throughput; MG213 cells, MMTV-luciferase reporter, dexamethasone, overnight; activation, % at 9.1 µM; 370,000 compounds, 1% hits; AID 652017, 2013; in the data active means activation above about 7.8%;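 further: 0% = vehicle wells and 100% = reference activator wells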
GAA850 FXN act – FXN promoter activators, primary screen, cell-based, luciferase luminescence, HEK293 lucGAA850; HEK293 lucGAA850 FXN promoter luciferase reporter, 24 h; percent of 10 µM SAHA response; activation, % at 6 µM; 360,000 compounds, 0.56% hits; AID 540364, 2011;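 active means activation above the average of all compounds screened plus 3 SD, cutoff fixed separately per campaign, cut at about 7.5% in these data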;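 further: 0% = DMSO wells and 100% = 10 µM SAHA wells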
DAX1 inh-2 – DAX1 (NR0B1) inhibitors on StAR promoter, primary screen, cell-based, luminescence, SF-1 (NR5A1), full-length DAX-1. HEK293T StAR-luciferase reporter, SF-1/DAX-1 repression relief. inhibition, % at 6.8 µM. 370,000 compounds, 1.1% hits. AID 652010, 2013;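 active means inhibition above the mean over all tested compounds plus 3 SD, cut at about 3.6% in these data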;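 further: 0% = DAX-1 cells with DMSO and 100% = cells lacking DAX-1 with DMSO; higher inhibition means more luminescence from relief of DAX-1 repression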
hcDAF12 agonist – H. contortus DAF-12 nuclear receptor activators, primary screen, cell-based, luminescence, HEK293, lit1-tk-luc reporter | HEK293 hcDAF-12 lit1-tk-luc reporter; 0% DMSO, 100% Δ7-dafachronic acid | activation, % at 6.8 µM | 370,000 compounds, 1.4% hits | AID 652067, 2013;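 active means activation above the mean of all tested compounds plus 3 SD, cut at about 5.5% in these data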;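 further: 100% = response to 3 µM Δ7-dafachronic acid high control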
hgDAF-12 ag – H. glycines DAF-12 receptor agonists, primary screen, cell-based, luminescence, HEK293, GAL4 fusion, UAS-luciferase | Nuclear hormone receptor DAF-12 (Heterodera glycines), GAL4 fusion | HEK293 GAL4-hgDAF12 UAS-luciferase reporter, agonist luminescence; normalized to butyrate control | activation, % at 6.8 µM | 370,000 compounds, 1.8% hits;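 active means activation above a cutoff set at the mean of all screened compounds plus 3 SD, cut at about 10% in these data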;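 further: 0% = DMSO wells and 100% = sodium butyrate wells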
* = called active by the depositor; i = inactive; nt = no result given. Not a hit list; any-hit rate near 6.8%.

structure	ADAM17 inh	PG9 binder	ssDAF-12 act	DAX1 inh-1	GC-A act	ADAM10 inh	SMARCA2 activ	GAA850 FXN act	DAX1 inh-2	hcDAF12 agonist	hgDAF-12 ag
Fc1ccc(-c2cc(C(F)(F)C(F)F)[nH]n2)cc1	3.9	-0.7	-1.6	nt	6.5	9.3	-2.2	1.3	0.1	-1.8	0.8
N#Cc1nc2ccccc2n1OCc1ccccc1	-0.5	0.2	-1.5	1.4	-1.8	1.0	-1.4	-1.4	-0.7	-0.5	0.4
O=C(N/C(=C\c1ccc(Cl)cc1)C(=O)N1CCOCC1)c1ccco1	-3.8	0.2	-0.9	1.7	3.5	0.2	-1.7	2.9	-0.5	-0.8	-0.5
CC1CCCCN1S(=O)(=O)c1ccc(NC(=O)CSc2nnnn2C)cc1 (stereo not drawn)	0.6	-0.4	-1.3	1.4	-0.1	11.4	-2.5	-2.8	-0.6	0.2	-2.6
Cc1cccc(C)c1NC(=O)c1csc([C@@H]2O[C@H](CO)[C@H](O)[C@H](O)[C@H]2O)n1	0.0	0.6	-0.8	nt	0.9	-1.8	2.2	0.4	0.8	-1.4	1.4
CC(=O)Nc1ccc(NC(=O)Nc2cccc3ccccc23)cc1	-21.7	-1.3	-1.0	-0.1	-2.0	-37.4	1.7	-1.6	1.1	0.8	-0.2
CNC(=O)NC(=O)CSc1nnc(-c2ccco2)n1-c1ccccc1	-1.6	-1.5	-1.3	-0.8	-2.1	3.4	-0.8	-0.5	0.0	-1.9	-2.3
c1ccc2c(c1)nnn2Cc1nnc2sc(-c3ccncc3)nn12	-4.2	-3.1	-1.4	-0.3	0.5	-7.0	-1.7	-1.8	-0.5	-2.0	-1.4
Cc1cccc(OCCC(=O)N(C)CC(=O)Nc2cccc3ccccc23)c1	1.1	-0.9	-0.6	-1.7	-2.8	3.6	1.7	1.8	-0.2	-1.6	-0.4
COc1ccccc1C(=O)NC(=O)CSc1nnc(N)s1	-6.4	-1.6	-1.2	0.5	0.0	-14.4	-0.9	0.8	-0.3	-0.6	1.6
Cc1cc(Br)ccc1NC(=O)CN(C)C(=O)c1ccccc1OCc1c(C)noc1C	-2.4	-1.4	-1.2	1.0	2.8	0.3	3.7	0.3	-0.4	-1.4	1.6
CCC(C(=O)Nc1cccnc1)n1c(=O)[nH]c2ccccc2c1=O (stereo not drawn)	-3.4	-0.4	-1.1	0.1	1.4	-1.5	2.2	0.1	-0.2	0.8	1.5
CCN(CC)S(=O)(=O)c1nnc(NC(=O)c2ccco2)s1	4.6	0.7	-1.2	0.2	0.4	-1.8	-2.0	0.4	0.1	0.2	-0.8
Oc1cccc2cc(Nc3ccccc3)cnc12	1.6	0.8	-1.4	nt	-0.6	4.8	-7.2	-7.9	-5.7	-1.9	-11.6
CCOC(=O)CN1C(=O)N[C@@H](c2cccs2)C(C(=O)OC)=C1C	-1.0	-0.9	-1.7	0.3	4.6	-6.7	-0.9	-0.4	-0.2	-0.6	-0.5
O=C(CNC(=O)[C@@H]1Cc2ccccc2CN1)Nc1ccc2c(c1)OCCO2	-0.5	0.5	-1.9	0.1	1.4	-4.3	-2.2	-9.1	-4.3	-3.8	-4.2
CC1CCCCC12NC(=O)N(CC(=O)NCc1ccccc1Cl)C2=O (stereo not drawn)	-1.5	-0.4	-0.2	0.9	0.4	-2.5	-0.9	-2.2	-0.4	-0.9	0.1
Cn1nc(N)c2c(-c3ccccc3)c(C#N)c(N)nc21	-0.1	-3.2	-1.6	1.9	-1.0	1.9	-0.6	3.1	0.3	-0.8	3.0
Cc1nc2sccn2c(=O)c1S(=O)(=O)NCc1ccccc1Cl	-20.7	-1.0	-1.7	-0.5	0.9	-90.6	-2.5	-0.5	0.7	-0.9	0.4
O=C(O)C1Cc2ccccc2-c2ccccc2C1	-0.4	0.6	-1.8	-0.5	0.5	0.1	-1.4	0.8	-0.3	0.8	3.7
COc1ccc2[nH]c3c(c2c1)CCN1C(=O)C(CC(=O)NCCCn2ccnc2)C[C@H](C(=O)N(C(C)C)C(C)C)[C@@]31C (stereo partly drawn)	3.4	-0.9	-1.0	-0.6	0.6	3.7	-3.5	2.0	1.9	0.1	2.2
COc1cccc(OC)c1OCCCCN1CCC(Cc2ccccc2)CC1	-2.6	-0.8	-1.6	-0.2	-10.5	1.1	1.5	-2.0	-1.1	-0.2	-2.1
CCCCNC(=O)CN(c1cccc(Br)c1)S(C)(=O)=O	-4.3	-0.5	-0.8	0.1	-3.2	-6.0	-0.8	1.4	-0.5	0.6	-3.4
c1coc(-c2ccnc3nc(-n4cccc4)nn23)c1	-40.2	-2.2	-0.1	0.7	-2.6	-102.5	0.5	1.5	-0.2	3.0	0.3
CN(C)CCCN(C(=O)c1ccc(Br)s1)c1nc2cc3c(cc2s1)OCO3	2.6	-0.1	-0.8	0.3	-2.5	-4.7	1.3	2.3	-0.3	0.5	-2.1
O=C(O)CCCCCNS(=O)(=O)c1ccc2c3c(cccc13)C(=O)N2	-367.1	0.4	-0.6	-1.9	5.1	i	-0.1	1.5	-0.1	1.8	0.1
O=C(CCNS(=O)(=O)c1ccc(OC(F)(F)F)cc1)N1CCN(C/C=C/c2ccccc2)CC1	1.8	-1.5	-1.5	-0.8	-1.1	-0.9	-3.1	-2.4	-6.0	-1.3	-3.5
CN(C)c1ccc(NC(=O)CSc2nnc(-c3ccco3)c(-c3ccco3)n2)cc1	1.9	-6.1	-1.1	-0.9	-1.9	3.8	0.7	0.6	-0.5	-0.7	1.1
COc1ccc(OC)c(C2C(C(=O)O)c3ccccc3C(=O)N2C)c1 (stereo not drawn)	-2.9	-1.1	0.1	-0.9	5.5	-7.0	1.0	-0.1	0.0	-1.1	1.6
COc1ccc(CCN2CC(=O)N3CCc4ccc(N5CCOCC5)cc4C3CC2=O)cc1OC (stereo not drawn)	3.0	2.4	-0.8	nt	-0.4	-20.0	-3.7	nt	0.6	-1.4	-1.4

Next part.
structure	ADAM17 inh	PG9 binder	ssDAF-12 act	DAX1 inh-1	GC-A act	ADAM10 inh	SMARCA2 activ	GAA850 FXN act	DAX1 inh-2	hcDAF12 agonist	hgDAF-12 ag
COc1cccc(NC(=O)N2CCC(NC(=O)C3CCCCC3)CC2)c1	0.2	-3.2	-1.4	1.1	-2.6	6.6	0.1	-1.1	0.2	-0.9	0.1
O=C(c1cc(-c2ccc(F)cc2)on1)N1CCN(c2ccc(F)cc2)CC1	-3.1	-1.4	-1.3	0.2	0.9	-0.5	-4.2	0.4	-0.1	-0.6	0.5
COc1cccc(NC(=O)COC(=O)c2c(F)cccc2Cl)c1	3.7	1.6	-0.5	4.4*	0.7	2.4	4.7	2.5	0.6	1.2	6.1
Cc1nc2ccccn2c1P(=O)(N1CCCCC1)N1CCCCC1	-0.6	-2.4	-1.1	0.8	1.5	-4.2	2.4	-0.7	-0.3	-1.9	-0.7
O=C(Nc1nnc(CCc2ccccc2)s1)c1ccccc1	-7.6	-1.2	-0.7	2.4	-3.1	-15.1	3.7	4.1	0.1	3.5	6.8
O=C(CSc1nc2cc([N+](=O)[O-])ccc2n1-c1ccc(F)cc1)NC1CCS(=O)(=O)C1 (stereo not drawn)	-3.3	-0.5	-1.2	0.1	4.1	-3.7	-2.7	0.2	-0.5	-0.8	-3.1
Cc1cc(C(=O)COC(=O)c2ccc[nH]c2=O)c(C)n1C	-0.4	0.5	-0.4	1.2	-3.2	-6.8	-1.1	1.0	0.4	1.1	1.9
CNC(=O)c1ccsc1NC(=O)CS(=O)(=O)c1ccc(Cl)cc1	-3.6	0.9	-1.1	-0.7	-0.5	0.0	0.4	-1.0	-0.5	0.5	0.3
CC1CCCC(C)N1S(=O)(=O)c1ccc(S(=O)(=O)N2CCOCC2)cc1 (stereo not drawn)	2.9	-1.1	-1.2	-0.9	-2.9	4.8	-2.3	0.0	0.0	1.6	-0.4
Cc1onc(-c2ccccc2)c1C(=O)OCC(=O)Nc1ccccc1Cl	-0.6	-0.8	-1.3	0.7	-1.1	3.8	1.3	-0.8	-1.2	0.1	-2.8
CCN(CC)CCCNC(=O)C1c2ccccc2C(=O)N1Cc1ccc(C)cc1 (stereo not drawn)	-5.5	2.2	-1.0	0.8	0.5	-4.4	-4.5	-3.3	0.2	-0.7	-0.2
CC(=O)c1c(O)cc(C(C)C)n(-c2ccccc2)c1=O	-3.1	-1.1	0.1	-0.4	-2.3	-13.0	20.4*	-3.3	0.3	-0.3	-0.6
NCc1nc(-c2ccc(Cl)cc2)no1	-3.3	0.1	-0.7	-1.9	-1.2	3.6	-0.7	1.1	0.1	0.1	1.2
COc1ccc(NC(=O)N2CCCC2C(=O)NC23CC4CC(CC(C4)C2)C3)cc1 (stereo not drawn)	-4.7	2.2	-0.9	-0.3	4.4	-5.8	-0.8	1.6	0.1	-0.2	-3.0
CN(C)CCCN1C(=O)c2cc3ccccc3cc2C1=O	-17.7	-2.1	0.1	0.3	-1.4	-52.5	-0.1	1.9	0.5	-0.6	3.8
CCOC(=O)CSc1nc(C)[nH]c1[N+](=O)[O-]	-1.9	-0.1	-0.8	-0.3	-1.5	3.9	1.6	-1.1	0.1	-1.4	-1.6
N#CC1=C(N2CCOCC2)/C(=C\c2ccccc2)CC1	-71.3	-0.6	-1.1	-0.2	-18.7	-210.9	-3.0	-1.5	-1.6	0.9	-0.2
Cc1cccc(-c2cc3nc4c(c(N5CCC6(CC5)OCCO6)n3n2)CCCC4)c1	-1.5	-2.4	-1.2	-1.3	-2.3	-2.7	0.6	6.5	1.1	0.8	-0.4
O=C(NCC(c1ccco1)N1CCCCC1)c1ccc(NS(=O)(=O)c2ccc(F)cc2)cc1 (stereo not drawn)	-0.1	-2.2	-1.5	0.2	-0.7	-11.0	2.2	0.5	-0.1	-0.4	-4.0
CCOCc1nnc(NC(=O)c2cc(OC)c(OC)c(OC)c2)s1	-6.2	-0.3	-1.7	0.2	0.3	-11.2	-3.7	-0.6	-0.3	-0.8	5.2
O=S(OCCN1CCOCC1)C(c1ccccc1)c1ccccc1 (stereo not drawn)	-2.7	-1.8	-1.5	-0.3	-2.7	-14.8	-0.5	-1.7	-0.7	-0.6	-1.4
O=C(c1ccc(F)cc1)N1CCN(c2ccc(N3CCOCC3)nn2)CC1	-161.1	-1.1	-1.6	0.5	0.3	-416.4	1.6	1.3	-0.1	2.1	1.4
Cc1cc(Cl)ccc1OCC(=O)NCc1ccncc1	0.5	1.0	-1.4	1.3	1.8	-4.7	0.3	2.6	0.7	-1.3	2.4

Compound activity deposited in PubChem BioAssay by several laboratories.
